Source: PubChem (National Center for Advancing Translational Sciences (NCATS))
GLS inhibitor: qHTS for Inhibitors of Glutaminase (GLS); GLS enzymatic activity, qHTS titration; AID 624170, 2012; Potency, µM (titrated, usually from 45.5 µM), inactives show at the top dose activity change, negative = inhibition, hits mostly inhibitors; 0.21% of 410,000 active; Glutaminase kidney isoform, mitochondrial (Homo sapiens), O94925; note: % is set by controls: 0 for no effect and ±100 for the full control effect
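Human kidney-isoform GLS in 45 mM KH2PO4 pH 8.2, 0.02% Tween-20, with compound, started with 1mM L-Glutamine (added stock). Glutamate oxidase/HRP/Amplex red coupled fluorescence read at start and after 30 min at RT.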
JMJD2A Tudor inh: qHTS Assay for Inhibitors of JMJD2A-Tudor Domain | Potency, µM (titrated, usually from 114 µM), inactives show at the top dose activity change, negative = inhibition, usual class: inhibitors | AID 504339, 2011 | Lysine-specific demethylase 4A (Homo sapiens), O75164 | 4.4% of 390,000 active | AlphaScreen JMJD2A-Tudor / H3K4me3 peptide binding; note: % is set by controls: 0 for no effect and ±100 for the full control effect; nearly all actives have a fitted effect of over 50% in size
BLM inh: qHTS Assay for Inhibitors of Bloom's syndrome helicase (BLM) | RecQ-like DNA helicase BLM (Homo sapiens), P54132 | recombinant BLM DNA unwinding, fluorescence dequenching | Potency, µM (doses to about 56.1 µM), without a hit: top-dose activity change, negative = inhibition, usual class: inhibitors | 0.2% of 350,000 active;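 note: plate controls were vehicle for no effect and no enzyme for full effect; nearly all actives have a fitted effect of over 35% in size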
HP1b chromo inh: HTS for Inhibitors of HP1-beta Chromodomain Interactions with Methylated Histone Tails; 0.56% of 390,000 active; Chromobox protein homolog 1 (Homo sapiens), P83916; AID 540317, 2011; Potency, µM (doses to about 114 µM), for the others: top-dose activity change, negative = inhibition, most hits filed as inhibitors; AlphaScreen HP1-beta / biotin-H3K9me3 peptide binding; note: nearly all actives have a fitted effect of over 70% in size; inactives centre near 23
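Compound inhibition of the preformed complex between 50 nM HP1-beta and 50 nM biotinylated H3K9me3 peptide was read by AlphaScreen. Buffer was PBS pH 7.4 with 0.01% Tween-20. Incubations ran 30 min at room temperature, with 10 ug/mL donor/acceptor beads.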
Pol iota inh: qHTS for Inhibitors of Polymerase Iota | DNA polymerase iota (Homo sapiens), Q9UNA4 | Pol iota fluorescent replication assay, 10 min | Potency, µM (doses to about 115 µM), for the others: top-dose activity, negative = inhibition, usual class: inhibitors | 1% of 390,000 active | AID 588590, 2011
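Pol iota at 10 nM preincubated 15 min with compounds at room temperature; reaction started with fluorescent substrate, 50 nM final. Fluorescence read kinetically at 0 and 10 min; buffer-only wells as negative control.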
BAZ2B inh: qHTS Assay for Inhibitors of BAZ2B; AlphaScreen BAZ2B-H3K14Ac peptide displacement; Potency, µM (titrated, usually from 114 µM), without a hit: at the highest dose activity change, negative = inhibition, hits mostly inhibitors; 4.4% of 360,000 active; AID 504333, 2011; note: % is set by controls: 0 for no effect and ±100 for the full control effect; nearly all actives have a fitted effect of over 60% in size
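AlphaScreen luminescence quantifies BAZ2B engagement of H3K14Ac peptide; the protein and biotinylated peptide are both at 50 nM final, buffer PBS pH 7.4 with 0.01% Tween-20, all steps at room temperature.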
G9a inh: qHTS Assay for Inhibitors of Histone Lysine Methyltransferase G9a. Histone-lysine N-methyltransferase EHMT2 (Homo sapiens), Q96KQ7. G9a H3K9 monomethylation, AlphaScreen, 2 h. Potency, µM (highest dose often 102 µM), for inactives: at the top dose activity, negative = inhibition, usual class: inhibitors. 8.8% of 350,000 active; note: % is set by controls: 0 for no effect and ±100 for the full control effect; nearly all actives have a fitted effect of over 75% in size
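Signal arises when biotinylated H3K9 peptide, once monomethylated, bridges streptavidin donor and antibody-captured acceptor beads. Enzyme at 20 nM was preincubated 15 min with test compounds; peptide 500 nM and SAM 20 uM then reacted for 2 h.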
Tb PGK inh: qHTS Assay to Find Inhibitors of Phosphoglycerate Kinase | Phosphoglycerate kinase, glycosomal (Trypanosoma brucei brucei), P07378 | PGK/GAPDH coupled, Kinase-Glo luminescence, 60 min | Potency, µM (top dose mostly 57.5 µM), inactives show top-dose activity change, negative = inhibition, hits mostly inhibitors | 0.043% of 380,000 active; note: % is set by controls: 0 for no effect and ±100 for the full control effect; nearly all actives have a fitted effect of over 60% in size
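Luminescent ATP detection (Kinase-Glo Plus) follows a 60-minute room-temperature incubation, with wells lacking PGK as controls. Buffer: 100 mM TEA (pH 7.6), 5 mM MgCl2, 0.01% Tween-20. Coupling enzyme GAPDH (100 nM final) supplies unstable 1,3-BPG in-well.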
Pin1 inh: qHTS Assay to Find Inhibitors of Pin1; Peptidyl-prolyl cis-trans isomerase NIMA-interacting 1 (Homo sapiens), Q13526; Pin1 FP peptide displacement, HiFluor488, 10 min; Potency, µM (doses to about 115 µM), without a hit: at the top dose activity, negative = inhibition, actives largely listed as inhibitors; 0.009% of 390,000 active; active = well fitted inhibition curve with a large enough effect in the polarisation, with a control signal flat, not every such curve was filed as active; inconclusive = small, poorly fitted or top-dose-only effect, or effect the other way, or a change in a side signal; inactive = no such curve, though single readings can be large or run the other way; the % refers to the polarisation; note: % is set by controls: 0 for no effect and ±100 for the full control effect
Active calls of the source: *; i = inactive; ? = inconclusive; . = no result given; & = joins results of further samples; [ ] = remark or other dose. Unless noted, calls come from the whole dose curve; as a rule, active = well fitted curve in the direction sought with a large enough effect; inconclusive = small, poorly fitted or top-dose-only effect, or another doubt; inactive = no such curve, though single readings can be large; an effect the other way counts as inactive or inconclusive. Potency is the fitted concentration of half-maximal effect. Not all compounds are listed; rates above refer to the full screens.

SMILES	GLS inhibitor	JMJD2A Tudor inh	BLM inh	HP1b chromo inh	Pol iota inh	BAZ2B inh	G9a inh	Tb PGK inh	Pin1 inh
Cc1ccnc(NC(=O)Cn2c(=O)oc3ccccc32)c1	-1%	-9%	0%	23%	?	-18%	9%	-1%	3%
CN(C)S(=O)(=O)c1ccc2c(c1)N(CC(=O)N1CCN(c3cccc(Cl)c3)CC1)CCS2	-1%	-20%	-2%	18%[57 µM]	9%	-2%	-4%[59 µM]	-4%	7%
CC[C@@H](C)[C@@H](C(=O)N1CCN(C(=O)OC(C)(C)C)CC1)n1cc(CCC(=O)O)nn1	1%	-14%	-2%	25%	-15%	0%	-4%[59 µM]	i	-7%
C#CC(C)OC(=O)Nc1cnccc1C(F)(F)F (centres undefined)	8%	-9%	-2%	32%	-4%	3%	-1%	8%	-1%
S=C(NN=C(C1CC1)C1CC1)Nc1ccccc1	23%	50µM*	1%	-10%	29%	-6%	5.6µM*	-3%	1%
COCC(=O)N(Cc1cc2cc(OC)ccc2[nH]c1=O)c1ccccc1	12%	0%	-2%	16%	9%	-23%	2%[12.7 µM]	2%	0%
Cc1ccc(-n2nc(C(=O)N3CCN(C)CC3)c3c4ccccc4n(C)c3c2=O)cc1	-1%	-9%	.	26%	13%	.	.	3%	-1%
Cc1ccc(Cl)cc1N1CCN(C(=O)c2ccc(NS(=O)(=O)c3c(C)noc3C)cc2)CC1	-16%	-32%	-14%	-1%	43%[activator]	?	?	-2%	2%
CCOC(=O)c1ccc(NC(=S)NN)cc1	21%	-27%	-1%	21%	-22%	-18%	?	4%	.
O=C(CCSCCc1ccccn1)Nc1ccccc1C(F)(F)F	1%	-14%	4%	26%	7%	5%	3%[59 µM]	1%	3%
COc1ccc(/C=N/NC(=O)c2[nH]c3ccc(Cl)cc3c2-c2ccccc2)c(C(=O)O)c1OC	-18%	?	-7%	0%	27%	-26%	-21%	-14%	-4%
Cc1ccc(CN2C(=O)C3(c4ccccc42)N(c2ccc(C)c(Cl)c2)C(=O)CS3(=O)=O)cc1 (centres undefined)	1%	-24%	-10%	9%	1%	-7%	-9%[59 µM]	-4%	?
COCCCNC(=O)c1sc2nc(C)c(C(=O)Nc3ccc(C)cc3C)c(-c3ccccc3Cl)c2c1N	2%	1%	-5%	63%[activator]	32%	9%	-32%[59 µM]	9%	5%
CCN(CC)C(=O)CC(c1ccc(N(C)C)cc1)c1c(O)cc(OC)cc1OC (centres undefined)	-6%	50µM*	-1%&-1%	-16%&-16%	14%&-1%	?	?	-3%	-7%&-7%
Cc1cc(C)c(NC(=O)C(C)N2CCCCCC2)c(C)c1 (centres undefined)	8%	1%	-3%	33%	-2%	8%	?	7%	1%
Cc1ccc(-n2c3nc(=O)[nH]c(=O)c-3cc3cc([N+](=O)[O-])ccc32)cc1	-3%	-18%	-3%	-1%	?	0%	?	-8%	-14%
O=C(CC1CCCC1)NNC(=O)c1ccc(F)cc1	7%	-1%	.	33%	30%[activator]	11%	10%[12.7 µM]	-9%	-3%
O=S(=O)(NC1CCCCC1Sc1ncccn1)c1ccc(Cl)cc1 (centres undefined)	0%	0%	-5%	33%	13%	13%	12%[59 µM]	-8%	2%
CCOc1cc(/C=N/NC(=O)c2ccncc2)ccc1OS(C)(=O)=O	-6%	-16%	3%	22%	9%	5%	0%[59 µM]	-11%	3%
CCn1c(=O)c([N+](=O)[O-])c(N2CCN(Cc3ccc4c(c3)OCO4)CC2)c2ccccc21	-10%	?	-8%	?	79%[activator]	?	32µM*	-5%	-2%
Cc1cccc(C(=O)n2nc(-c3cccnc3)nc2NCc2ccccc2)c1	-15%	14%	-2%	72%[activator]	4%	11%	-15%[59 µM]	-2%	?
Cc1cccc(C)c1NC(=O)Cn1nnc(S(=O)(=O)c2ccccc2)c1N	-5%	-9%	-6%	20%	-23%	-6%	-27%[59 µM]	.	5%
COc1ccc(C2C(C#N)=C(N)OC3=C2C(=O)CC(C)(C)C3)cc1 (centres undefined)	-3%	12%	-3%	40%[activator]	-8%	-10%	15%	-7%	-4%
C=CCSC1=N/C(=C\c2ccc(C(=O)O)cc2)C(=O)S1	-4%	6%	2%	-5%	32%[activator]	-29%	45µM*	-13%	-17%
CCCNC(=O)CSc1nc2ccccc2nc1Cc1ccc(Cl)cc1	-3%	-11%	-4%	18%[57 µM]	0%	-1%	12%[59 µM]	i	?
Cc1ccccc1C(=O)c1cccn1CC(=O)NCc1ccccc1Cl	6%	-15%	-2%	18%	-6%	-18%	-10%	2%	-1%
COc1ccc([N+](=O)[O-])cc1N(CC(=O)N(C)C)S(C)(=O)=O	0%	-4%[11.4 µM]	-1%	42%[activator]	49%[activator]	1%	3%	-8%	0%
N=c1n(CCOc2ccccc2)c2ccccc2n1CCN1CCOCC1	5%	-1%	-11%	26%	15%	-2%	-6%	4%	-3%
O=C(O)CCC(=O)N1CCC(n2nnc3cc(C(F)(F)F)ccc32)CC1	5%	1%	1%	21%	?	-19%	0%	4%	111%
CC1(CCc2ccccc2)NC(=O)N(CC(=O)Nc2ccc(OC(F)F)cc2)C1=O (centres undefined)	5%	-14%	.	14%	5%	.	.	-9%	-2%
C/C(=N\NC(=O)Cc1c(C)[nH][nH]c1=O)c1ccc(Cl)c(Cl)c1	11%	-5%	0%	27%	-26%	-3%	0%	-5%	-3%
CC(C)(C)NC(=O)CSc1ccc(C(C)(C)C)cc1	-4%	1%	-7%	21%	9%	11%	4%[59 µM]	8%	-4%
O=C(NNc1ccccc1)C(=O)NNS(=O)(=O)c1ccc([N+](=O)[O-])cc1	?	3.2µM*	2%	11%	46%[activator]	-27%	6.3µM*	5%	-10%
CC1CCN(c2c(NCc3ccc(C(=O)NCc4ccccc4)cc3)c(=O)c2=O)CC1	-19%	8%	-1%	29%	0%	20%	45%	-4%	-4%
O=c1c2c(nc3c(-c4cccc(Br)c4)c[nH]n13)CCCC2	5%	5%	-3%	22%	7%	2%	?	4%	23%
CCCSc1oc(-c2ccco2)nc1S(=O)(=O)c1ccc(C)cc1	0%	11%	-7%	10%	0%	-2%	?	6%	11%

Already shown: 3 of the compounds above.
SMILES	GLS inhibitor	JMJD2A Tudor inh	BLM inh	HP1b chromo inh	Pol iota inh	BAZ2B inh	G9a inh	Tb PGK inh	Pin1 inh
CCCNC(=O)CSc1nc2ccccc2nc1Cc1ccc(Cl)cc1	-3%	-11%	-4%	18%[57 µM]	0%	-1%	12%[59 µM]	i	?
Cc1ccccc1C(=O)c1cccn1CC(=O)NCc1ccccc1Cl	6%	-15%	-2%	18%	-6%	-18%	-10%	2%	-1%
COc1ccc([N+](=O)[O-])cc1N(CC(=O)N(C)C)S(C)(=O)=O	0%	-4%[11.4 µM]	-1%	42%[activator]	49%[activator]	1%	3%	-8%	0%

Carrying on:
SMILES	GLS inhibitor	JMJD2A Tudor inh	BLM inh	HP1b chromo inh	Pol iota inh	BAZ2B inh	G9a inh	Tb PGK inh	Pin1 inh
COc1ccccc1-c1cc2nc(C)c(CCC(=O)NCc3cccc(Cl)c3)c(C)n2n1	-2%	-13%	-7%	29%	23%	7%	2%[59 µM]	2%	?
CCCCN(CCCNC(=O)c1ccc(CS(=O)(=O)c2ccc(OC)cc2)o1)Cc1ccccc1	10%	-16%	4%	18%	38%[activator]	-7%	29%	i	-13%
COCCCNC(=O)CNC(=S)N(Cc1ccc(F)cc1)C1CCCCC1	-1%	-6%	1%	30%	3%	-5%	2%	-9%	-1%
CCc1ccc(NC(=O)N2c3ccccc3Sc3ccccc32)cc1	10%	3%	-2%	30%	8%	4%	5%[59 µM]	1%	4%
Cc1ccc(CNC(=O)CCc2c(C)nn(-c3ccc(N4CCCCC4)nn3)c2C)cc1	-5%	-16%	0%	32%	17%	-34%	1%[59 µM]	1%	-3%
COc1cc(NC(=O)Cn2c(=O)n(Cc3ccco3)c(=O)c3sc4ccccc4c32)cc(OC)c1	-4%	-7%	-3%	54%[activator]	25%	-7%	4%[59 µM]	?	10%
O=C(O)c1c2c(nc3ccccc13)/C(=C/c1c(F)cccc1F)CCC2	11%	-17%	2%	2%	49%[activator]	2%	?	-2%	-5%
COc1ccccc1N1CCN(C(=O)C(Cc2ccccc2)NC(=O)C2CCCCC2)CC1 (centres undefined)	9%	-10%	-9%	15%	-14%	5%	6%[12.7 µM]	-9%	-6%
CN(c1ccccc1C(=O)N1CCN(c2ccccc2F)CC1)S(=O)(=O)c1ccccc1	5%	-24%	1%	0%	19%	-16%	-9%	-3%	6%
CCOC(=O)c1ccc(NC(=O)CCn2nnc3ccccc32)cc1	-9%	2%	-9%	32%	52%[activator]	1%	-3%[59 µM]	5%	-3%
CCN1CCN(C(=O)C2CCN(S(=O)(=O)c3cc(Cl)ccc3Cl)CC2)CC1	1%	-5%	-1%	13%	130%[activator]	5%	-1%	-3%	2%
CC12COC3(C(=O)Nc4nccs4)CC1CCC32C (centres undefined)	-4%	-17%[57.1 µM]	0%	27%	13%	3%	-5%	-9%	5%
CCCCC(=O)Nc1ccc(NC(=O)C2CC2)nc1	-3%	?	3%	-12%	9%	33%[activator]	8%[59 µM]	-3%	4%
Cc1cc(OCC(=O)N(C(C)C)C(C)C)cc(C)c1Br	1%	22%	4%	34%	171%[activator]	4%	?	2%	-1%
O=C(Nc1ccccc1Oc1ccsc1C(=O)O)c1ccccc1F	-1%	4%	-2%	55%[activator]	?	-14%	8%	.	-6%
